# Bioassay records from PubChem.
# TNAP activators – human TNAP enzyme activators, primary screen, biochemical, luminescent, no phosphate acceptor, uHTS (AID 1001). purified TNAP, luminescent activation assay, no phosphate acceptor; higher activation fold means a stronger effect. activation fold at 20 µM; hits with a dose series show EC50 in µM. hit rate 0.03% among 200,000; in the data active = activation fold from about 3, or a potency from the dose series; inactive = the rest, 99 in 100 with activation fold below about 1.6; note: many of its hits are not listed in these tables
# NTR1 ag – agonists of NTR1, primary screen, imaging, U2OS cells, beta-arrestin-GFP, high content (AID 493036); NTR1-U2OS beta-arrestin-GFP spot imaging, agonist mode; activation, % at 20 µM; hit rate 0.17% among 330,000;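 active = activation at or above 40% of the spot to cytoplasm intensity ratio, with at least 20 cells analyzed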;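 note: 0% = DMSO without peptide and 100% = 100 nM NTR1 peptide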
# Target sequence (P30989 whole entry, looked up): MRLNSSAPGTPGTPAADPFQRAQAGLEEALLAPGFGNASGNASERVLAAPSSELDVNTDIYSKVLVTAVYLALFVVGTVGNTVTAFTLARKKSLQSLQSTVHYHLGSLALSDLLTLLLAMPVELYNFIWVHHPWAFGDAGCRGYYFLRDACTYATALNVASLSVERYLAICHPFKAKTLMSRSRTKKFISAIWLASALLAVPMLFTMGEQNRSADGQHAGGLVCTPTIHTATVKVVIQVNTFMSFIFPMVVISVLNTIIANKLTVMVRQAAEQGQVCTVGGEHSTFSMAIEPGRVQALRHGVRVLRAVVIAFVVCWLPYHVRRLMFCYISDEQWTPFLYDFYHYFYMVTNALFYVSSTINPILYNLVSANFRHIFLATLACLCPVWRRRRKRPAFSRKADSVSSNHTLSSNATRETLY
# CSM14.1 death rescue – rescue of cells from ER stress-induced death, primary screen, 384-well, CSM14.1, thapsigargin, ATP luminescence (AID 1222) | cellular ATP content (survival), % at 20 µM, or EC50 in µM where a hit was titrated | CSM14.1 thapsigargin-induced death rescue, ATP luminescence; higher % means a stronger effect | 190,000 tested, under 10 active;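 active = EC50 below 50 µM in the dose-response confirmation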;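 note: death triggered by thapsigargin at about 15 µM added after 2 h compound pretreatment; cell ATP read after overnight thapsigargin exposure of roughly 18 to 22 hours; normalized against plate controls of thapsigargin alone and 5% DMSO vehicle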
# KOR beta-arrestin-1 – KOR agonists, beta-arrestin recruitment, primary screen, cell-based, luminescence, uHTS (AID 1777). KOR beta-arrestin recruitment, luminescence; higher % means a stronger effect. activation, % at 10 µM, or EC50 in µM where a hit was titrated. hit rate 0.02% among 280,000; in the data active = activation above about 50%, passing the limit was not always enough; note: a part of the inactive calls stands beside numbers as strong as those of hits
# NOD2 inhibition – NOD2 signaling inhibitors, cell-based, luminescence, uHTS, HEK293 (AID 1566). inhibition, % at 4 µM; hits with a dose series show EC50 in µM. hit rate 0.63% among 290,000. HEK293 NOD2/NF-kB luciferase reporter, luminescence; higher % means a stronger effect; note: many of its hits are not listed in these tables
# KOR beta-arrestin-2 – KOR antagonists, beta-arrestin recruitment, cell-based, luminescence, uHTS (AID 1778); KOR beta-arrestin recruitment, luminescence, antagonist mode; higher % means a stronger effect; hit rate 0.091% among 290,000; inhibition, % at 10 µM; hits with a dose series show IC50 in µM; note: strong numbers were not always called active
# GPR55 beta-arrestin – GPR55 agonists via beta-arrestin recruitment, primary screen, imaging, U2OS cells, beta-arrestin-GFP redistribution (AID 1961) | U2OS GPR55 beta-arrestin-GFP redistribution imaging; higher % means a stronger effect | hit rate 0.048% among 290,000 | one-dose activation, % at 10 µM; EC50 in µM for titrated hits;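 active = activation above 40% with more than 50 cells counted in the well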;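 note: U2OS osteosarcoma cells stably expressing GPR55 and beta-arrestin-GFP; plate controls were DMSO negative control for no effect and LPI positive control for full effect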
# Yfh1-depleted yeast – mitochondrial function rescue without frataxin homolog – Friedreich's ataxia, plus single-dose screen, dose response (AID 1465); S. cerevisiae Yfh1-off respiration, WST-1 reduction, 72 h; higher fold induction means a stronger effect; fold induction at 50 µM; hits with a dose series show EC50 in µM; hit rate 0.074% among 220,000;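 active = fold induction of absorbance versus untreated yeast above a set limit, then at least 30% activation at any dose in follow-up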;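 note: activators that raise dye reduction in frataxin-depleted yeast; strong numbers were not always called active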
# NOD1 inhibition – inhibition of NOD1-driven NF-kB reporter – cell-based, luminescence, uHTS, primary screen (AID 1578) | one-dose inhibition, % at 4 µM; EC50 in µM for titrated hits | NOD1-driven NF-kB luciferase reporter cells, luminescence; higher % means a stronger effect | hit rate 1% among 290,000; in the data active = inhibition mostly above about 36%, no sharp cut-off; inactive = mostly below about 34%;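 note: HEK-293T reporter cells stimulated with the NOD1 agonist gamma-tri-DAP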
# NTR1 ag cell count 20 µM – recorded beside NTR1 ag, whose call it bears; cell count; measured here: cell count, cytotoxicity flag
# * marks the source's active call; other numbers are inactive results; i = inactive; . = no result given; [ ] = remark or other dose. Cut-off read from the data, not from the text of the source, unless noted: active = inhibition above about 50%; inactive = the rest.
SMILES,TNAP activators,NTR1 ag,NTR1 ag cell count 20 µM,CSM14.1 death rescue,KOR beta-arrestin-1,NOD2 inhibition,KOR beta-arrestin-2,GPR55 beta-arrestin,Yfh1-depleted yeast,NOD1 inhibition
CN(CC1CCCO1)S(=O)(=O)c1ccc(C(=O)N2CCN(c3ccccc3)CC2)cc1 (configuration not stated),1.1,-2.2,76,-0.9%,-1.2%,17%,-7%,0.0%,.,-23%
Cn1c(SCC2CCCO2)nnc1-c1ccncc1 (configuration not stated),1.1,0.6,80,0.6%,7.6%,-6%,-3%,0.1%,i,-1%
CCN(CC)CCn1c(-c2ccc(C)cc2)nc(=S)c2c1CC(C)(C)OC2,.,0.0,67,.,-1.4%,7%,51%,1.0%,i,9%
CC(Oc1ccc(Cl)cc1)c1ccnc(N)n1 (configuration not stated),1.1,1.5,53,-2.0%,2.3%,-10%,-55%[20 µM],-0.1%,i,14%
O=C(CN1CCC(NC(=O)c2ccccc2)CC1)NCc1ccccc1F,1.1,-1.4,67,-2.8%,-9.8%,19%,-9%,-0.1%,i,18%
CS(=O)(=O)N(CC(=O)O)c1cccc(Cl)c1,1.1,0.7,46,.,-1.4%,-54%,-15%,0.6%,i,-32%
CC[n+]1ccccc1/C=C/Nc1ccccc1,1,0.6,59,-1.7%,-7.0%,14%,33%[20 µM],0.5%,i,-26%
CCC[C@H]1COCCS(=O)(=O)N1Cc1ccccc1,.,-4.5,89,.,-3.8%,2%,-10%[20 µM],-0.2%,.,-4%
COCCN(C(C)=O)c1nnc(-c2cnccn2)s1,1.1,1.2,58,-0.7%,-2.1%,6%,-44%,-0.3%,.,-5%
CCOC(=O)CSC1=C(C#N)C(=O)NC(c2ccc(OC)c(OC)c2)S1 (configuration not stated),1.1,-1.0,37,-0.7%,-1.7%,4%,3%,-0.1%,i,-21%
CC(=O)Nc1ccc(S(=O)(=O)N2CCN(C(=O)N3CCOCC3)CC2)cc1,1,2.0,58,-0.9%,1.1%,-5%,-25%,0.0%,i,-21%
Cc1[nH]n(-c2ccccc2)c(=O)c1N=Nc1ccc(C#N)cc1,.,2.2,84,.,-1.7%,-6%,-12%,-0.3%,.,0%
Cc1oc2c(c(C)cc3oc(=O)c(CC(=O)N[C@@H](CC(C)C)C(=O)O)c(C)c32)c1C,.,8.7,89,.,3.3%,24%,-5%,-0.1%,.,-2%
COc1ccc(-c2ccc(/C=C(\NC(=O)c3ccccc3)C(=O)N3CCOCC3)o2)cc1,1,0.4,59,4.2%,.,15%,-29%[20 µM],-0.1%,i,-31%
C#CCOc1ccc2c3c(c(=O)oc2c1)CCCC3,.,0.5,74,.,-4.5%,3%,-22%[20 µM],-0.1%,.,-43%
Cc1nc2ccccc2c(=O)n1/N=C/c1ccccc1OC(F)F,.,2.4,50,.,-1.3%,11%,24%,0.4%,.,0%
CSC1=N/C(=C\c2ccc(Cl)cc2)C(=O)N1N(C)C,.,5.4,41,.,0.0%,3%,11%,-0.4%,i,8%
Cc1nc2ccc(S(=O)(=O)NC(C(=O)Nc3nccs3)C(C)C)cc2s1 (configuration not stated),1,-1.0,51,-3.5%,-5.3%,-11%,-6%,0.2%,i,2%
S=C(Nc1ccccc1)Nc1nc2ccccc2n1CCOc1ccc(Br)cc1,1.1,1.4,57,-1.3%,-2.7%,-21%,9%,0.5%,i,-37%
COc1ccc(-c2nc3ncccc3n2O)cc1,.,0.3,55,.,-2.0%,3%,-9%,-0.1%,.,-6%
NNc1nc2c(Cl)c(Cl)ccc2s1,1,5.2,35,-0.1%,26%,-17%,-39%,-0.3%,i,-17%
NS(=O)(=O)c1ccc(CCNC(=O)CNC(=O)c2ccccc2Br)cc1,.,-1.6,57,.,-2.3%,-1%,13%,-0.1%,.,-27%
CCOc1cccc2sc(N(CCCN(C)C)C(=O)c3ccc(S(=O)(=O)N4CCc5ccccc5C4)cc3)nc12,.,2.7,73,.,9.8%,0%,-48%,-0.1%,.,-25%
O=C(NC1CCCCC1)C(c1ccccc1)N(C(=O)c1csnn1)C1CCCC1 (configuration not stated),.,-1.5,43,.,6.2%,-38%,-60%,0.0%,.,-15%
COc1ccc(C)cc1N(C(=O)c1snc(C(N)=O)c1N)C(C(=O)NC1CCCC1)c1ccc(F)cc1 (configuration not stated),.,0.7,45,.,-2.3%,-19%,-17%,1.4%,.,-7%
O=[N+]([O-])c1ccccc1S(=O)(=O)N1CCN(C2CCCC2)CC1,.,2.1,45,.,2.3%,-24%,2%,-0.1%,.,-48%
COc1ccc(CN(C)C(=O)c2[nH]c(C)c(C(C)=O)c2C)cc1F,.,-1.0,31,.,2.0%,5%,-20%,-0.4%,.,-13%
COC(=O)C1SCC2C(=O)N(Cc3ccc(Cl)cc3)CC(=O)N21 (configuration not stated),1,-0.2,55,-7.9%,-4.7%,4%,14%,0.0%,i,-16%
O=C(NC1CCCCC1)N1CCCC(CNS(=O)(=O)Cc2ccccc2)C1 (configuration not stated),1,1.9,54,-1.6%,-5.6%,20%,-3%,-0.1%,i,-24%
CC1CCN(C2=NC(=O)/C(=C/c3ccccc3F)S2)CC1,.,2.9,109,.,-0.7%,33%,-3%,-0.1%,.,-4%
O=C(COC(=O)Cc1ccccc1[N+](=O)[O-])NCC1CCCCC1,1,-1.5,38,0.0%,-1.6%,7%,11%,0.5%,i,-19%
COc1ccccc1NC(=O)N1CCC(C(=O)c2ccc(F)cc2)CC1,1.1,0.4,57,-4.7%,0.9%,-4%,-60%,0.2%,i,-14%
Cn1c(=O)[nH]c(=O)c2c1nc(NCc1ccccc1)n2Cc1ccc(F)cc1,.,0.3,65,.,-0.2%,16%,-19%,-0.2%,.,38%
CN(CCCC(=O)Nc1ccc(Br)cc1F)S(=O)(=O)c1ccccc1,.,-1.0,54,.,-5.1%,30%,26%,-0.1%,.,21%
CC(=O)Nc1ccccc1NC(=O)C/C(C)=N/NC(=O)C(=O)N1CCCCC1,.,0.3,58,.,1.2%,10%,-25%,.,.,-30%
CC(C)Cc1ccc(C(=O)Nc2ccc(Cc3ccncc3)cc2)o1,.,3.2,71,.,0.2%,16%,-20%,-0.3%,.,27%
Cc1[nH]nc2c1/C(=N\O)CCC2,1,0.2,85,.,-6.0%,22%,4%,0.0%,i,-11%
CCc1ccccc1N1C(=O)CN(Cc2cc(OC)c(OC)c(OC)c2)C1=S,.,-0.3,41,.,-4.0%,13%,1%,0.0%,.,-11%
Cc1cc(NC(=O)c2cc(-c3cccc(OCC(C)C)c3)nc3ccccc23)no1,.,0.7,64,.,-1.1%,-9%,11%,0.0%,.,-16%
CSCC(=O)N1CCc2ccc(NC(=O)c3ccccc3Cl)cc2C1,.,-0.6,60,.,-4.9%,-14%,13%[20 µM],-0.2%,.,-27%
CCOc1ccc(Cn2nnc(C(=O)NCc3ccccc3)c2N)cc1,1.2,5.4,48,0.2%,-3.9%,-4%,14%,-0.1%,i,-18%
COC(=O)Nc1sc2c(c1C(N)=O)CCCCCC2,1.1,0.4,97,2.4%,-0.2%,-7%,29%,-0.1%,i,-35%
S=C(Nc1ccc(Cl)c(Cl)c1)N1CCCC1,.,0.2,92,.,-1.8%,1%,8%,0.2%,.,-7%
CC1(c2cccs2)CC(c2cccs2)=C(C#N)C(=O)N1 (configuration not stated),1.1,0.6,57,0.3%,-2.0%,13%,14%,-0.2%,i,-22%
O=C(N/N=C/c1ccc(F)cc1)c1cc(-c2ccc3c(c2)OCO3)n[nH]1,.,0.6,49,.,-0.2%,-4%,-22%,-0.1%,i,-11%
Cc1c(Cl)cccc1NC(=O)CCC(=O)NNC(=O)CCC(=O)O,1,2.0,37,-1.5%,-2.2%,-1%,-7%,-0.1%,i,-29%
CCN(CC)C(=O)CSc1nc2ccccc2c(=O)n1CC,1.1,0.4,43,0.5%,4.3%,19%,-39%,0.6%,i,-14%
COc1ccc(-c2nnnn2C)cc1S(=O)(=O)NCc1ccccc1,1.1,2.8,51,-4.3%,2.8%,-2%,-18%,0.2%,i,-20%
COCCN(C(=S)Nc1c(C)cc(C)cc1C)C(C)c1cccnc1 (configuration not stated),1.1,-0.4,32,-0.5%,14%,9%,14%,-0.2%,i,-20%
O=C(CNc1ccc2c(c1)OCO2)N/N=C\c1cn(Cc2ccccc2)c2ccccc12,1.2,9.7,46,18%,7.0%,14%,32%,-0.3%,i,-17%
Cc1nc(SCC(=O)c2ccc(F)c(F)c2)[nH]c(=O)c1Oc1ccc(Cl)cc1,.,1.5,39,.,7.2%,0%,-18%,0.0%,i,-2%
CC(=O)c1ccc(Nc2cnn(C34CC5CC(CC(CC(=O)O)(C5)C3)C4)c(=O)c2Cl)cc1,1,-2.1,82,-0.3%,0.0%,14%,-16%,0.1%,i,-14%

# Some of the compounds tested; the hit share may differ from the screen's.
